NALP1 inh: NALP1 inhibition. S. cerevisiae NALP1/ASC/caspase-1 growth, X-gal OD620, 72 h. inhibition, % at 10 µM. 280,000 compounds, 0.61% hits. AID 2071; in the data active = inhibition mostly above about 24%, no sharp cut-off; inactive = mostly below about 32%; note: some compounds called inactive have numbers as strong as hits
IDE cell activ: activators of human insulin-degrading enzyme in cells; HEK cells, FAbeta-B cleavage, fluorescence polarization; 0% vehicle, 100% cell-free pure enzyme wells; 340,000 compounds, 0.073% hits; AID 493087; activation, % at 5.96 µM; P14735;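 active = activation above the mean of all tested compounds plus 3 SD, set per screening campaign, cut at about 17% in these data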
PfM18AAP inh: PfM18AAP enzyme inhibition; AID 1822; recombinant PfM18AAP, H-Glu-NHMec fluorogenic cleavage; inhibition, % at 7.35 µM; 290,000 compounds, 1.2% hits;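 active = inhibition above the campaign mean inhibition over all tested compounds plus 3 SD, cut at about 28% in these data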;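 note: 0% = plate median of test compound wells and 100% = 2 mM ZnCl2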
IDE cell inh: cellular human IDE inhibition; 320,000 compounds, 0.41% hits; P14735; HEK cells, FAbetaB cleavage, fluorescence polarization; inhibition, % at 5.59 µM;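 active = percent inhibition above the average of all tested compounds plus 3 SD, set per screening campaign, cut at about 16% in these data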;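 note: IDE supplied by intact live HEK cells; FP after avidin binding of uncleaved biotin substrate so inhibition keeps polarization high; 0% = DMSO wells and 100% = 60 µM reference IDE inhibitor Ii1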
IMP-1 inhibitor: inhibitors of Pseudomonas aeruginosa IMP-1 metallo-beta-lactamase. inhibition, % at 5.6 µM. 290,000 compounds, 0.45% hits. purified IMP-1, nitrocefin hydrolysis, epi-absorbance fluorescence;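 active = inhibition above the mean plus 3 SD of all compounds in the same screening run, cut at about 4.5% in these data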;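 note: 0% = IMP-1 with DMSO and 100% = DMSO wells lacking enzyme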
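Test system: recombinant IMP-1 enzyme, purified / Medium: HEPES buffer pH 7.1 with ZnSO4 and Brij 35 / Doses: single dose, 5.6 µM / Times: 25 °C, 15 min preincubation, 25 min reaction / Detection: Epi-absorbance via hydrolysed-nitrocefin quenching of white-plate fluorescence, 480/530 nm, EDTA stop / Evaluation: percent inhibition from optical density relative to buffer-blank wells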
VIM-2 inh: blocks Pseudomonas aeruginosa VIM-2 metallo-beta-lactamase. purified VIM-2, nitrocefin hydrolysis, epi-absorbance fluorescence. 290,000 compounds, 0.89% hits. AID 1527. inhibition, % at 5.6 µM;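 active = inhibition above the mean of all tested compounds plus 3 SD, cutoff set per screening run, cut at about 7.5% in these data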;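 note: red hydrolysis product quenches plate fluorescence so inhibitors raise well fluorescence; 0% = enzyme with DMSO and 100% = DMSO without enzyme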
PHOSPHO1 block: blocks human PHOSPHO1 phosphatase activity. Q8TCT1. recombinant PHOSPHO1, absorbance phosphatase assay. inhibition, % at 13.3 µM. 290,000 compounds, 1.1% hits; in the data active = inhibition above about 60%
pCIP destab: compounds decreasing mouse p/CIP protein stability | F442A p/CIP-EGFP cells, EGFP fluorescence, 16 h | 290,000 compounds, 0.01% hits | decrease of EGFP signal, % at 10 µM | Q05BA5;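 active = EGFP signal decrease of at least 30% at 10 µM or well 3 SD below plate mean, unless failing retest; inactive = the rest, including hits failing retest or dose response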; note: some compounds called inactive have numbers as strong as hits; many of its hits are not listed in these tables
Target sequence (Q05BA5 1-1403): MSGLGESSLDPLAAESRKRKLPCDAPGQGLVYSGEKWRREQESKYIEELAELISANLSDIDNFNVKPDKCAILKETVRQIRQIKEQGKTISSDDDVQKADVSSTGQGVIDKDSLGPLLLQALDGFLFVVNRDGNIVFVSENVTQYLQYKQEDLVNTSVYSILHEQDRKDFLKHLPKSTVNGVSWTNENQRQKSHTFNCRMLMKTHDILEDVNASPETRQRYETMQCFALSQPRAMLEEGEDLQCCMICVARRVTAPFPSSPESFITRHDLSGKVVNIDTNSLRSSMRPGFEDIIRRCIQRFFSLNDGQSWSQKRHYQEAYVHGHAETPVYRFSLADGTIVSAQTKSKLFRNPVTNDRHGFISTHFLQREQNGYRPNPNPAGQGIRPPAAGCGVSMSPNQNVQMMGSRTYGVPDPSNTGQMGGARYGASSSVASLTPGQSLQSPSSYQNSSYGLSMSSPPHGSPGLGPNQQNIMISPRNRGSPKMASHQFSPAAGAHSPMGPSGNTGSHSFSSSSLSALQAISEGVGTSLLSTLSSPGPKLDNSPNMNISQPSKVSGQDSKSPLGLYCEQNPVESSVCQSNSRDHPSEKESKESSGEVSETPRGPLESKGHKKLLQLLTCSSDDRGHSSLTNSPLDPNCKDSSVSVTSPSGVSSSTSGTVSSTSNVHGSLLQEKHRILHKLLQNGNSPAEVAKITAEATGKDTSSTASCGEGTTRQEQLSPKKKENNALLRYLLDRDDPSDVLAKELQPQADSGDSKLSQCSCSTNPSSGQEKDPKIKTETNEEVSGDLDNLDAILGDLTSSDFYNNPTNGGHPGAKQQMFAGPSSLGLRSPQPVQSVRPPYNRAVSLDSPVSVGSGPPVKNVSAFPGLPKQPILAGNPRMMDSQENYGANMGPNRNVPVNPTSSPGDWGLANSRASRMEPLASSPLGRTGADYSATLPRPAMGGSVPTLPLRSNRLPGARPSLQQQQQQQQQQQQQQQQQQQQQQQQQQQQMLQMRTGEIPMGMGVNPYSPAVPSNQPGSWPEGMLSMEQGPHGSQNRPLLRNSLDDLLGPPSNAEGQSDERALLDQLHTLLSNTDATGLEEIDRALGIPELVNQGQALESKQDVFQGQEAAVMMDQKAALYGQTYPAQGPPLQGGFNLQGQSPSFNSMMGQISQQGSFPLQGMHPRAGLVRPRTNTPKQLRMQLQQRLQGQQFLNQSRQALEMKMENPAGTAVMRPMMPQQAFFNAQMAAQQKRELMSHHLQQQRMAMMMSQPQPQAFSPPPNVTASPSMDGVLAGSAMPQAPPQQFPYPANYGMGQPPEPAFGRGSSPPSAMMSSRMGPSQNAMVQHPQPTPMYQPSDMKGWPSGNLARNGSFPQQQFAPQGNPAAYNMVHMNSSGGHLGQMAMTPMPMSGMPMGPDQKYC
GPR7 antag: blocks human GPR7 receptor signaling. P48145. GPR7-expressing cells, fluorescence antagonist assay. inhibition, % at 4.4 µM. 290,000 compounds, 1.1% hits. AID 1861; in the data active = inhibition above about 16%, passing the limit was not always enough;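 note: cells stimulated with the agonist NPW; 0% = agonist with vehicle and 100% = vehicle without agonist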
Active calls of the source: *; . = not tested or not shown.

NALP1 inh,Structure,IDE cell activ,PfM18AAP inh,IDE cell inh,IMP-1 inhibitor,VIM-2 inh,PHOSPHO1 block,pCIP destab,GPR7 antag
2,O=C(NCc1ccc2c(c1)OCO2)c1ccc2c(c1)OCCO2,3,0,1,-2.6,-0.6,18,-8,1
17,CC[n+]1c(C)cc(C)n1-c1ccccc1,-4,-3,-1,-1.7,-0.9,5,-18,5
24,COC(=O)c1ccccc1NC(=O)c1cnc2sccn2c1=O,-3,-2,-2,-2.7,-1.1,17,-2,-7
.,Cc1ccc(C)c(OCc2n[nH]c(=S)o2)c1,-8,8,0,-3.4,-2.6,-12,-8,-10
21,O=c1cc(CN2CCN(c3cccc(Cl)c3)CC2)c2cc(O)c(-c3ccccc3)cc2o1,0,-1,-1,-2.6,-1.7,7,6,-3
36,CN(Cc1ccccc1)C(=C(Cl)Cl)C(=C1NCCN1)[N+](=O)[O-],5,4,0,-3.3,-4.1,-2,16,-3
12,O=S(=O)(c1ccc2ccccc2c1)N1CCN(S(=O)(=O)N2CCOCC2)CC1,-4,-6,6,-4.3,-1.9,-17,-9,-7
27,Cc1cc(C(=O)CSc2nnc(-c3ccco3)o2)c(C)n1CC1COc2ccccc2O1 (stereo not drawn),2,26,.,2.1,1.4,91*,-12,20*
-22,CCCC(C(=O)n1nc(C)cc1C)C(NS(=O)(=O)c1ccc(C)cc1)c1ccccc1 (stereo not drawn),0,4,1,-0.9,-0.2,19,-8,-10
13,O=C(CSc1nc2ncc(Cl)cc2[nH]1)c1c[nH]c2ccccc12,8,-4,2,-1.7,-2.7,29,0,8
14,O=C(Nc1ccc2c(c1)OCCO2)c1cccc(Cl)c1Cl,7,-3,3,-3.3,-3.7,34,-19,-3
1,Cc1ccc(Sc2c(C)[nH]n(C(C)(C)C)c2=O)cc1,2,7,-1,-0.9,-0.3,52,-11,-9
-1,Cc1ccc(NC2c3ncccc3C(=O)N2Cc2ccco2)c(C)c1 (stereo not drawn),-5,-3,8,-4.0,-3.8,-16,-6,3
40,CCCCCCN(C(=O)CCCCCN1C(=O)NC(c2ccc(-c3ccccc3)cc2)C(C(=O)OCc2ccccc2)=C1C)C(C(=O)NCCCC)c1ccc(O)cc1 (stereo not drawn),.,0,.,1.1,-0.4,-6,3,-2
0,CCOC(=O)c1cc2c(=O)n3ccccc3nc2n(C(C)C)c1=NC(=O)c1c(-c2ccccc2Cl)noc1C,4,-7,-9,-3.9,-1.9,-30,-5,-20
-16,O=C(c1cc2nc(-c3ccc(Cl)cc3)cc(C(F)(F)F)n2n1)N1CCOCC1,-4,4,-1,-1.4,-1.4,28,-14,-10
6,COc1cccc(NC(=O)CCN2C(=O)c3ccccc3Sc3ncccc32)c1,3,-2,5,-4.6,-5.2,16,-5,-2
20,O=C(NC(O)C(=O)c1ccccc1)c1cccs1 (stereo not drawn),0,1,1,-1.5,-2.2,3,-2,1
37,CCOC(=O)C1CCN(C(=O)c2ccccc2NC(=O)c2ccc(Br)cc2)CC1,0,0,0,-1.5,-2.7,-16,-20,-13
2,COc1cccc(C(=O)N2CCN(C3CCN(Cc4ccccc4)CC3)CC2)c1,.,6,.,-0.9,-2.6,15,0,1
-26,CCNc1sc(C(=O)c2cccs2)c(N)c1-c1nc2ccccc2s1,-3,7,-7,-2.2,-2.5,-4,-8,19
-1,COc1ccc(Br)cc1/C=N/NC(=O)c1ccc(OC)c(OC)c1,2,-1,2,-1.4,-3.0,28,-2,1
4,O=C(COC(=O)CCSc1ccccc1)NCc1ccccc1,6,-14,-5,-2.2,-1.1,28,-5,1
1,O=c1c2ccccc2[nH]c(=S)n1Cc1cccnc1,-6,8,5,-3.8,-4.1,47,6,4
6,Cn1cc2ccc(N)cc2n1,2,2,.,-1.5,-0.5,51,-5,-4
7,CCCCC(=O)NNC(=O)N1c2ccccc2Sc2ccccc21,3,6,5,-3.5,-1.6,28,-8,-9
13,Cc1ccc2c(=O)oc(N(C)C)nc2c1,-5,0,-1,-2.9,0.2,22,0,10
-9,CCS(=O)(=O)c1ccc2oc(Nc3cc(Cl)ccc3OC)nc2c1,0,3,2,-2.4,-3.9,22,0,8

Profiles from above. Order of values: NALP1 inh	IDE cell activ	PfM18AAP inh	IDE cell inh	IMP-1 inhibitor	VIM-2 inh	PHOSPHO1 block	pCIP destab	GPR7 antag
CCCCC(=O)NNC(=O)N1c2ccccc2Sc2ccccc21 as listed: 7	3	6	5	-3.5	-1.6	28	-8	-9
Cc1ccc(NC2c3ncccc3C(=O)N2Cc2ccco2)c(C)c1 (stereo not drawn) as listed: -1	-5	-3	8	-4.0	-3.8	-16	-6	3

Given as tab-separated lines: entries from further up
SMILES	NALP1 inh	IDE cell activ	PfM18AAP inh	IDE cell inh	IMP-1 inhibitor	VIM-2 inh	PHOSPHO1 block	pCIP destab	GPR7 antag
COc1cccc(NC(=O)CCN2C(=O)c3ccccc3Sc3ncccc32)c1	6	3	-2	5	-4.6	-5.2	16	-5	-2
COc1cccc(C(=O)N2CCN(C3CCN(Cc4ccccc4)CC3)CC2)c1	2	.	6	.	-0.9	-2.6	15	0	1
CCOC(=O)c1cc2c(=O)n3ccccc3nc2n(C(C)C)c1=NC(=O)c1c(-c2ccccc2Cl)noc1C	0	4	-7	-9	-3.9	-1.9	-30	-5	-20
O=C(CSc1nc2ncc(Cl)cc2[nH]1)c1c[nH]c2ccccc12	13	8	-4	2	-1.7	-2.7	29	0	8
Cn1cc2ccc(N)cc2n1	6	2	2	.	-1.5	-0.5	51	-5	-4

Fetched by structure from the entries so far, two records:
NALP1 inh,Structure,IDE cell activ,PfM18AAP inh,IDE cell inh,IMP-1 inhibitor,VIM-2 inh,PHOSPHO1 block,pCIP destab,GPR7 antag
-1,Cc1ccc(NC2c3ncccc3C(=O)N2Cc2ccco2)c(C)c1 (stereo not drawn),-5,-3,8,-4.0,-3.8,-16,-6,3
36,CN(Cc1ccccc1)C(=C(Cl)Cl)C(=C1NCCN1)[N+](=O)[O-],5,4,0,-3.3,-4.1,-2,16,-3

Assay outcomes (PubChem)
